NRP1-CendR mod – alters CendR peptide binding to human NRP-1 | inhibition, % at 25 µM | FAM-RPARPAR peptide binding to NRP-1, fluorescence polarization | hit rate 0.85% among 360,000;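 active means inhibition or corrected inhibition above about 18%, plus a signal ratio from 0.5 to 1.5, limit read from the data, passing the limit was not always enough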; further: strong numbers were not always called active
Rin1-Abl PPI inh – human Rin1-Abl interaction inhibition | P00519+Q13671 | TR-FRET Rin1/Abl binding, biochemical | inhibition, % at 7.35 µM | hit rate 0.4% among 360,000; in the data active means inhibition above about 5%, passing the limit was not always enough
FAS-TE inh – blocks the thioesterase domain of human fatty acid synthase; hit rate 0.67% among 360,000; recombinant FAS-TE, OMFH fluorogenic substrate, fluorescence endpoint; P49327; AID 602261; inhibition, % at 15 µM;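 active means compounds whose normalised, plate-corrected inhibition of enzyme fluorescence in the single-dose primary screen is 50% or more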;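 further: 0% = DMSO with enzyme and 100% = substrate without enzyme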
Neddyl block – cullin neddylation inhibition. hit rate 0.58% among 360,000. TR-FRET cullin neddylation, biochemical. calls only at 25 µM. P61081+Q13564; in the data active means inhibition above about 36%
MT1-MMP act inh – inhibitors of human MT1-MMP activation; P50281; HT1080 RFP-PRO-GFP cells, GFP/RFP ratio fluorescence, overnight; percent of plate control window, DMSO zero; GFP/RFP ratio change, % at 20 µM; hit rate 0.061% among 360,000; AID 651647;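 active means GFP/RFP ratio change of at least 30% with cell ATP level not reduced by more than half and red fluorescence within 50% of control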; further: strong numbers were not always called active
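Assay system: RFP-PRO-GFP reporter HT1080 cells; read-out basis: GFP/RFP fluorescence ratio; benchmarks: DMSO wells and RFP-L50D-GFP cells; doses: 20 µM single dose, 1% DMSO; schedule: overnight cell settling, then overnight compound exposure, 37 °C, 5% CO2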
SKN-1 block – inhibitors of C. elegans SKN-1; hit rate 0.49% among 360,000; AID 624304; C. elegans VP596 Pgst-4::GFP/RFP ratio, acrylamide-induced, 24 h; inhibition, % at 21.8 µM;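 active means interference check ratio from 0.5 to 1.5 plus GFP to RFP signal ratio inhibition reaching or exceeding a fixed threshold, cut at about 30% in these data, passing the limit was not always enough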; further: some compounds called inactive have numbers as strong as hits
PABP1 MLLE inh – inhibitors of microRNA-mediated deadenylation, human PABP1 MLLE binding; hit rate 0.36% among 360,000; inhibition, % at 20 µM; P11940; GST-MLLE / FITC-PAM2 fluorescence polarization; in the data active means inhibition above about 35%, passing the limit was not always enough;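 further: plate controls were DMSO wells with GST-MLLE for no effect and wells lacking GST-MLLE protein for full effect; some results filed as inactive read as strong as hits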
bovine MsrA act – activates bovine MsrA enzyme; activation, % at 10.6 µM; purified bovine MsrA, absorbance read-out; hit rate 0.3% among 360,000; in the data active means activation above about 7.5%;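 further: 0% = vehicle and 100% = reference activator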
E coli Lon inh – inhibits E. coli Lon protease | P0A9M0 | purified E. coli Lon protease, fluorescence polarization | inhibition, % at 7.94 µM | hit rate 0.42% among 360,000; in the data active means inhibition above about 13%, passing the limit was not always enough;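 further: 0% = enzyme with probe and DMSO and 100% = no enzyme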
Target sequence (P0A9M0 whole entry, looked up): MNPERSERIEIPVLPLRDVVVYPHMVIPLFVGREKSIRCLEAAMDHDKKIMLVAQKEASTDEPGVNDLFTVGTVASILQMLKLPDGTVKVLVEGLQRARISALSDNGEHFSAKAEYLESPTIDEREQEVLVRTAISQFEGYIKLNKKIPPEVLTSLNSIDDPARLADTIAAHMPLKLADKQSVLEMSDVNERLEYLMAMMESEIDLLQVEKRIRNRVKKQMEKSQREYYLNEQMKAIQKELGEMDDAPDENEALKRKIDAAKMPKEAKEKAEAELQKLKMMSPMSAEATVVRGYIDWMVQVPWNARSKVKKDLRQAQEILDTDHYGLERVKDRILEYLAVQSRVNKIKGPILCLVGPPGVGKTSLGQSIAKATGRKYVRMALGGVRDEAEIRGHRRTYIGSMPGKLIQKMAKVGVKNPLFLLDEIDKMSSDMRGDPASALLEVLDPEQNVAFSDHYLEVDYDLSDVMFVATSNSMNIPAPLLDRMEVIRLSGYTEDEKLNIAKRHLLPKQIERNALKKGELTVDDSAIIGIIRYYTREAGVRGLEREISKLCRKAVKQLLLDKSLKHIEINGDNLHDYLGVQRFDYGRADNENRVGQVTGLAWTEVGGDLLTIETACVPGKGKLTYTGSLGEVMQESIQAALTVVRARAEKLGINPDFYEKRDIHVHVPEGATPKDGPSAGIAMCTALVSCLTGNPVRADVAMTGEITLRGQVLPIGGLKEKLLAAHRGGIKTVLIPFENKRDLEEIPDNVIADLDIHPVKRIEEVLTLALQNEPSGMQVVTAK
An asterisk follows results filed as active; i = inactive; . = no result given.

SMILES	NRP1-CendR mod	Rin1-Abl PPI inh	FAS-TE inh	Neddyl block	MT1-MMP act inh	SKN-1 block	PABP1 MLLE inh	bovine MsrA act	E coli Lon inh
Cc1c(NC(=O)c2ccccc2NS(=O)(=O)c2ccc(Br)cc2)c(=O)n(-c2ccccc2)n1C	-3.2	-0.3	-4.9	i	3.3	4.0	2.4	0.1	3.1
O=C(NCCCN1CCCC1=O)c1ccc2c(=O)n(-c3ccccc3F)c(=S)[nH]c2c1	17.8	-2.9	-3.8	i	0.5	0.9	-2.6	-1.9	1.4
O=C(COC(=O)C1(c2ccccc2F)CCCC1)N1CCc2ccccc21	-1.8	-4.3	5.9	i	-5.9	-2.6	-2.7	-3.4	0.6
O=C(NCCCN1CCCC1=O)c1ccc(S(=O)(=O)Nc2ccccc2)cc1	-9.4	-2.2	-2.7	i	1.0	16.9	-3.1	-1.9	-8.4
CCOC(=O)c1ccc(S(=O)(=O)NCC(c2ccc(N(C)C)cc2)c2c[nH]c3ccccc23)cc1 (configuration not stated)	-19.6	-0.6	34.6	i	-6.8	6.6	-8.8	-6.0	6.0
N#CCOC(=O)[C@H](Cc1c[nH]c2ccccc12)NS(=O)(=O)c1ccc(Cl)cc1	2.3	1.7	6.3	i	0.5	9.5	-3.8	-1.8	-5.3
Cc1cc(-c2ccccc2)nc2cc(C(N)=O)nn12	10.7	-3.6	-4.7	i	-3.6	2.7	2.5	-2.2	9.7
O=C(NCCc1ccccc1)c1cnc2n(c1=O)CCS2	-1.1	0.9	-7.2	i	2.8	-6.7	19.2	-0.4	5.7
Cc1c(C)c2ccc(OC(C)C(=O)NCCCn3ccnc3)c(C)c2oc1=O (configuration not stated)	11.0	-0.7	-6.1	.	6.6	-3.2	4.8	-3.3	3.3
Cc1ccc(CC2(c3ccccc3)NC(=O)NC2=O)cc1 (configuration not stated)	-8.1	-2.9	-2.7	i	6.4	20.1	-16.9	-0.4	-9.3
COc1ccc(N2CCN(C(=O)Cc3csc(NC(=O)Nc4ccccc4OC)n3)CC2)cc1	0.9	-1.8	13.5	i	8.5	-2.1	0.8	-1.7	-6.8
Cc1c(Nc2ncnc3nc[nH]c23)c(=O)n(-c2ccccc2)n1C	-2.7	0.4	-7.2	i	-0.2	-2.9	-0.8	-3.8	-9.2
COc1ccc(C2SCC(=O)N2c2ccc(OC)cc2)cc1 (configuration not stated)	7.4	0.3	-4.1	i	-3.1	-17.7	4.5	-7.9	4.0
O=C(CCC(=O)N1CCCC1)Nc1ccc(Cl)c(Cl)c1	6.4	5.5	1.0	i	5.5	9.6	13.6	-6.5	4.0
CCN(C(=O)CN1CC(C)OC(C)C1)c1c(N)n(Cc2ccccc2)c(=O)[nH]c1=O (configuration not stated)	-4.4	0.3	-7.5	i	-4.1	15.9	8.2	-6.9	-2.9
COc1ccccc1-c1c(C(F)(F)F)oc2cc(OC(=O)c3ccccc3[N+](=O)[O-])ccc2c1=O	11.2	-2.1	29.0	i	-0.7	8.9	-0.9	-1.9	-4.1
COC(=O)c1cn(CC(=O)NC2CCCCCC2)c2ccccc12	0.7	1.3	-4.5	i	3.8	-12.4	14.3	-7.5	-10.8
CN(CC(=O)Nc1ccc(Cl)c(Cl)c1)C(=O)/C=C/c1ccc(F)cc1	-7.2	9.5*	37.5	i	-1.2	2.1	-15.5	-11.1	0.6
Cc1cc(C)c2[nH]c(=O)c(CN(Cc3cccnc3)C(=S)NCCCN(C)C)cc2c1	6.7	-1.0	-2.5	i	6.3	2.5	-46.0	-7.8	-0.3
Cc1ccc(C)c(OCC(=O)N2CCN(c3ncccn3)CC2)c1	7.4	-0.8	-1.5	i	-1.0	2.7	9.6	-3.3	-20.5
COCCNC(=O)C1(C)CCCN(C(=O)c2c(F)ccc(C)c2F)C1 (configuration not stated)	-1.3	0.2	-9.5	i	2.9	6.9	17.6	-0.7	-6.5
C[C@@H]1CN(C(=O)c2nc3ccc(Cl)cn3c2CN[C@H]2CCCCNC2=O)C[C@H](C)O1	6.9	-1.2	-12.6	i	2.5	1.8	3.7	-9.5	-4.4
O=C(c1ccc(S(=O)(=O)N2CCOCC2)cc1)N1CCN(S(=O)(=O)c2ccc(Cl)s2)CC1	4.5	3.0	5.2	i	-6.6	7.7	-7.2	-2.0	-8.8
CC(C)OC(=O)CSc1nc2ncc(Cl)cc2[nH]1	13.7	2.5	-6.7	i	-8.3	2.9	-35.0	-1.5	1.2
CCCCN1C(=O)C(CC(=O)NC2CCCC2)CC(C(=O)N(C(C)C)C(C)C)=C1C (configuration not stated)	-2.0	1.6	-3.9	i	-3.9	11.7	-9.8	-0.5	-3.8
CSc1ncccc1C(=O)OCc1ccc([N+](=O)[O-])cc1	2.1	-2.1	10.6	i	-3.8	-6.0	8.1	-1.6	-0.4
Cc1cccc(CNc2ccc(S(=O)(=O)N3CCCCC3)cc2)c1	1.2	5.5	30.2	i	1.5	2.2	-5.7	-1.5	-1.3
CCN(C(=O)COc1ccc2ccc(=O)oc2c1)C1CCCCC1	-6.4	-1.0	11.0	i	-0.1	-5.5	13.2	-2.7	-14.3
c1cncc(-c2nn3cnnc3s2)c1	-8.1	-2.2	0.0	i	5.0	2.6	6.6	-3.3	1.3
COc1cc(OC)cc(C(=O)Nn2cnnc2)c1	-5.5	-0.3	-2.7	i	0.2	-7.8	0.1	-4.2	-9.1
C/C(=N\NC(=O)c1cc(-c2ccco2)nc2ccccc12)c1cccnc1	1.2	-0.8	-2.9	i	-7.1	-4.0	-0.4	0.4	-6.4
CCn1nc(C)c(CNC(=O)CCc2nnc(Cc3c[nH]c4ccccc34)o2)c1C	-8.8	-2.2	-4.9	i	-0.6	-7.0	12.9	-2.5	5.2
N#Cc1sc2nc(-c3cccs3)cc(-c3ccccc3)c2c1N	-16.8	-0.5	35.4	i	-12.5	8.9	2.6	1.2	-10.5
Cc1csc(SCC(=O)NC(=O)c2ccccc2)n1	5.8	4.6	-5.7	i	2.1	-17.4	12.5	-5.6	-2.8
Cc1ccc(N2C(=O)CC(Sc3nc(C)cc(C)n3)C2=O)cc1 (configuration not stated)	-0.5	0.4	-1.4	i	-3.9	4.5	8.2	-9.8	-1.1
O=S(=O)(NC(=S)c1ccccc1)c1ccc(Cl)cc1	5.0	-0.6	-2.2	i	1.5	11.6	23.5	-12.4	2.0
COc1ccc(S(=O)(=O)n2c(CCN3CCOCC3)nc3ccccc32)cc1	11.0	-0.7	-9.8	i	-1.7	-22.3	14.9	-8.1	-1.3
O=C(COc1cccnc1[N+](=O)[O-])NCCc1ccc(Cl)cc1	-7.8	-3.7	31.6	i	1.5	10.8	-6.2	-1.9	0.6
COc1ccc(Cc2noc(-c3ccc(C)cc3)n2)cc1	3.2	-1.8	21.4	i	3.4	13.5	16.2	-4.2	-7.8
O=C(CN1CCN(C2CCCCC2)CC1)Nc1ccccc1-c1ccccc1	-14.3	5.5	-7.9	i	1.5	13.9	-2.0	-3.0	-6.1
COc1cccc(NC(=O)c2cc(OC)c(OC)c(OC)c2Br)c1	-1.7	1.9	-5.8	i	-2.0	6.8	8.6	-6.5	4.5
Cc1ccc(N(C(=O)Cn2nnc(-c3ccccc3F)n2)C(C(=O)NC2CCCC2)c2ccncc2)cc1 (configuration not stated)	3.6	1.9	-6.5	i	-0.3	4.5	-0.6	-1.7	-1.8
CCOc1ccc(Br)cc1S(=O)(=O)N1CCC(C(N)=O)CC1	-2.0	0.0	-5.6	i	7.1	-1.9	10.0	-5.0	6.7
COc1cccc(CNc2cc(CSc3ccc(Cl)cc3)nc(C)n2)c1	-3.5	-1.2	16.2	i	1.9	4.4	17.2	-9.4	-12.0
O=C(COC(=O)c1cccc(Cl)c1Cl)NC1CCCCCC1	-10.1	-5.2	-6.4	i	0.1	7.9	13.5	-1.8	6.5
Cc1nc2ccccc2c(=O)n1C1CCCCCC1	3.0	-0.4	-5.0	i	1.4	14.6	1.7	-1.6	-3.6
COc1cc2c(cc1OC)CN(Cc1ccc(OC)c(C)c1OC)CC2	2.0	-1.6	-3.1	i	2.6	4.4	-8.5	-2.7	3.1
CC(C)C(=O)N(Cc1cc2ccccc2[nH]c1=O)C(C)(C)C	13.6	-0.1	-4.1	i	-5.0	12.9	-0.3	-3.4	-8.2
CC1=C(C(=O)N(C(C)C)C(C)C)CC(CC(=O)NCCCN(C)C)C(=O)N1Cc1ccccc1 (configuration not stated)	7.9	1.7	-3.8	i	1.8	0.5	9.5	-2.9	2.9
CCn1c(SCC(=O)N2CCOCC2)nnc1-c1ccco1	14.1	1.7	-6.4	i	-2.6	5.5	-1.0	-2.9	-1.4
COC(=O)C1(CCSC)NC(c2ccccc2OC)C2C(=O)N(C)C(=O)C21 (configuration not stated)	0.0	-1.1	-8.0	i	1.1	7.0	-10.7	-2.2	-0.7
Cn1c(CN2CCN(S(C)(=O)=O)CC2)nc2cc([N+](=O)[O-])ccc21	20.5	0.8	4.7	i	-0.8	-4.6	12.8	-3.0	-3.4
O=C(CSc1ncn[nH]1)N1c2ccccc2Sc2ccccc21	3.0	-0.7	-29.1	i	-7.3	1.6	6.2	-1.8	-4.3
Cc1ccc(N/C(N)=N/c2nc3c(c(=O)[nH]2)CCCC3)c(C)c1	-0.1	2.3	-2.6	i	3.7	6.7	-10.9	-5.1	0.8
O=C(/C=C/c1cccc(F)c1)OCC(=O)N1CCCC1	2.6	4.0	-9.3	i	-7.1	7.9	-2.9	-8.4	-5.0
CC(=O)N1CCN(Cc2cc(=O)oc3ccc4ccccc4c23)CC1	3.0	-6.8	-6.6	i	-0.8	7.3	7.3	-5.3	3.5
COC(=O)c1cccc(NC(=O)c2cccnc2C(=O)O)c1C	3.5	1.7	-7.0	i	1.1	6.4	5.1	-9.2	-14.1
O=C(NC1C=CS(=O)(=O)C1)c1sc2ccccc2c1Cl (configuration not stated)	-4.4	1.2	-3.3	i	2.0	13.4	-3.2	2.1	-3.5
O=C(COC(=O)c1ccc(O)cc1)NCCC1=CCCCC1	-0.6	-1.9	1.5	i	0.4	1.4	-5.5	-1.3	-3.8
O=C(NCc1ccccc1Cl)c1ccc(CS(=O)(=O)c2ccccc2)o1	-8.5	1.8	-2.7	i	-0.5	7.8	1.9	-0.2	-7.7
COc1ccc(NC(=O)CSc2ncnc3sc(C)cc23)cc1	6.9	-3.8	7.4	i	2.0	1.0	11.0	-0.1	-7.1
CCOC(=O)CSc1nc2c(sc(=S)n2CCc2ccccc2)c(=O)n1Cc1ccco1	0.5	-1.6	26.7	i	-0.1	-7.9	20.5	-12.3	-4.3
Cc1ccc(C(=O)Nc2cc(C)nn2CCC#N)cc1	5.0	0.8	-7.7	i	-1.8	-0.1	0.5	-3.1	3.4

Arranged by number of heavy atoms (descending): part of the list above.
SMILES	NRP1-CendR mod	Rin1-Abl PPI inh	FAS-TE inh	Neddyl block	MT1-MMP act inh	SKN-1 block	PABP1 MLLE inh	bovine MsrA act	E coli Lon inh
CC1=C(C(=O)N(C(C)C)C(C)C)CC(CC(=O)NCCCN(C)C)C(=O)N1Cc1ccccc1 (configuration not stated)	7.9	1.7	-3.8	i	1.8	0.5	9.5	-2.9	2.9
CCOC(=O)CSc1nc2c(sc(=S)n2CCc2ccccc2)c(=O)n1Cc1ccco1	0.5	-1.6	26.7	i	-0.1	-7.9	20.5	-12.3	-4.3
COC(=O)C1(CCSC)NC(c2ccccc2OC)C2C(=O)N(C)C(=O)C21 (configuration not stated)	0.0	-1.1	-8.0	i	1.1	7.0	-10.7	-2.2	-0.7
Cn1c(CN2CCN(S(C)(=O)=O)CC2)nc2cc([N+](=O)[O-])ccc21	20.5	0.8	4.7	i	-0.8	-4.6	12.8	-3.0	-3.4
O=C(/C=C/c1cccc(F)c1)OCC(=O)N1CCCC1	2.6	4.0	-9.3	i	-7.1	7.9	-2.9	-8.4	-5.0
